Diaphorase inh = diaphorase inhibition or chemical oxidation counter-screen; diaphorase resazurin-to-resorufin fluorescence, NADH, 16 min; bacterial (C. kluyveri) enzyme, not human; inhibition, % at 20 µM; actives 0.69% (n = 190,000); AID 1217;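 active = primary screen inhibition at 20 µM above a set limit, cut at about 50% in these data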;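 note: plate controls were DMSO with full reaction for no effect and wells lacking NADH for full effect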
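Test system: bacterial diaphorase enzyme (C. kluyveri); Quantity: 0.14 U/mL diaphorase, enzyme working solution; Times: reaction incubation of 16 min at room temperature; Measured by: fluorescence of resorufin formed from resazurin, Ex 544/Em 590 nm; Benchmarks: positive control minus NADH, DMSO neutral control.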
TNAP inh noacc = blocks human TNAP activity with no phosphate acceptor present; actives 0.26% (n = 200,000); inhibition, % at 20 µM; P05186; purified TNAP, CDP-star luminescence, 30 min;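 active = tissue-nonspecific alkaline phosphatase inhibition above about 50% at 20 µM in the single-dose screen, limit read from the data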;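 note: 0% = DMSO negative control and 100% = EDTA positive control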
Target sequence (P05186 whole entry, looked up): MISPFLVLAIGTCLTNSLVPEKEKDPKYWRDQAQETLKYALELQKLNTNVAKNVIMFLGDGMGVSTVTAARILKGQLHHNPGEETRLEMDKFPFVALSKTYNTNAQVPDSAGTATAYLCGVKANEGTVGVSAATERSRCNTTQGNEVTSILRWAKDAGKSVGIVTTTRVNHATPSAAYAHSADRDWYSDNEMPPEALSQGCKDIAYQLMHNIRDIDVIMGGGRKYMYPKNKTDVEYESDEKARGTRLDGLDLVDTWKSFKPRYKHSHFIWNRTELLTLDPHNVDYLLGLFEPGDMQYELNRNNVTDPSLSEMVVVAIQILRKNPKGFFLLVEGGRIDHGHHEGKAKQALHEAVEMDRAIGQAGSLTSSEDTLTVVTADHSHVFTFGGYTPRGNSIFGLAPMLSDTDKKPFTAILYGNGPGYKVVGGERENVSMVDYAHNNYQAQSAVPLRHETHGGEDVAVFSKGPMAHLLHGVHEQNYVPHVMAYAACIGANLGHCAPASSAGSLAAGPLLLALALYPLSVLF
Diaphorase act = diaphorase activation or chemical reduction counter-screen; AID 1229; Diaphorase/resazurin coupled assay, resorufin fluorescence, 16 min; active compounds read high; 1 = vehicle wells, 0 = NADH-free wells; activation factor at 20 µM; actives 0.005% (n = 190,000);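 active = diaphorase activity raised at least twofold by the compound at 20 µM; inactive = activation factor below 2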
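Test system: Clostridium kluyveri diaphorase, purified enzyme. Buffer or medium: 50 mM HEPES pH 7.4 buffer plus MgCl2 and Tween 20. Also added: 0.114 mM NADH and 0.1 mM resazurin, final amounts. Dosing: compound 20 µM once, DMSO 1%. Schedule: 16 min enzyme reaction, ambient temperature. Detection: fluorescence of resorufin, 544 nm excitation, 590 nm emission.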
bIAP inh = blocks bovine intestinal alkaline phosphatase activity; purified bovine IAP, CDP-star luminescence, 30 min; inhibition, % at 20 µM; 190,000 tested, under 10 active;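 active = over 50% inhibition of intestinal alkaline phosphatase at 20 µM in the single-dose screen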
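System: purified bovine intestinal alkaline phosphatase (IAP) enzyme; Input: IAP diluted 1/65,000,000 in the well; Measured by: CDP-star luminescence signal; Compound dosing: 20 µM single dose; Incubation: 30 min reaction at room temperature.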
PMI act = phosphomannose isomerase (human) activation; actives 0.005% (n = 190,000); AID 1214; purified human PMI, coupled resazurin fluorescence, 20 min; active compounds read high; 1 = vehicle control, 0 substrate-free wells; activation factor at 20 µM; P34949;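 active = activation factor of 2 or more at 20 µM, relative to plate controls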
Target sequence (P34949 whole entry, looked up): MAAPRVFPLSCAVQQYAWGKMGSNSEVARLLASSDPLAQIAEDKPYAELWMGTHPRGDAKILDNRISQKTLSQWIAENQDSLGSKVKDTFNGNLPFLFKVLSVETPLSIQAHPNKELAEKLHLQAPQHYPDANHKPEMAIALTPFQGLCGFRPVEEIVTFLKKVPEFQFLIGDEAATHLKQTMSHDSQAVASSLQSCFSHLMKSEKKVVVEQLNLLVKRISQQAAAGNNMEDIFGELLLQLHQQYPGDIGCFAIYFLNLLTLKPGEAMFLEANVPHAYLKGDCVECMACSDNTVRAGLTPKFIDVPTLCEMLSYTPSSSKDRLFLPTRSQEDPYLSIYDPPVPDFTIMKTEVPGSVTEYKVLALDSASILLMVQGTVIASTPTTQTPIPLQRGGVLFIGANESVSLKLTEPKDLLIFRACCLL
L major viab = inhibitors of Leishmania major promastigote growth; actives 9% (n = 200,000); Leishmania major promastigotes, resazurin fluorescence viability; inhibition, % at 10 µM; AID 1063; in the data active = inhibition above about 50%;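 note: promastigotes grown with compound for 44 hours at 28 °C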
TNAP inh hiacc = blocks human TNAP under high phosphate acceptor concentration; P05186; purified TNAP, CDP-star luminescence, 1 M DEA; inhibition, % at 20 µM; actives 0.03% (n = 200,000); AID 1135;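 active = over 50% inhibition of tissue-nonspecific alkaline phosphatase at 20 µM in the single-dose screen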;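 note: plate controls were DMSO wells for no effect and EDTA-quenched wells as full inhibition for full effect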
bIAP activator = intestinal alkaline phosphatase (bovine) activation | purified bovine IAP, CDP-star luminescence, 30 min; active compounds read high; fold of DMSO-control signal, blank-subtracted | activation factor at 20 µM | actives 0.17% (n = 200,000) | AID 1016;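 active = activation factor of 2 or more at 20 µM, a signal rise over negative controls twice the positive control's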
TNAP act hiacc = activators of human TNAP at high phosphate acceptor concentration; purified TNAP, CDP-star luminescence, 1 M DEA, 30 min; active compounds read high; 0 = EDTA background, 1 = DMSO-only activity; activation factor at 20 µM; 200,000 tested, under 10 active; AID 1136;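 active = activation factor at least 2 at 20 µM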
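Test system – human TNAP · Doses – 20 µM single point · Incubation – 30 min, room temperature · Signal – luminescent substrate turnover signal · Read-out basis – activation factor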
PMI act hi M6P = activators of human phosphomannose isomerase at near-saturating mannose 6-phosphate | activation factor at 20 µM | coupled PMI enzyme assay, resazurin fluorescence, 20 min; active compounds read high; 1 = untreated enzyme, 0 = substrate-free blank | actives 0.34% (n = 190,000) | P34949;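 active = activation factor of 2 or more at 20 µM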
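Material: human phosphomannose isomerase with PGI, G6PDH, diaphorase coupling enzymes. Quantity: 15 ng/mL PMI. Medium: HEPES pH 7.4 buffer with MgCl2 and Tween-20. Reagent: Near-saturating mannose-6-phosphate, 1.0 mM. Compound: 20 µM single dose. Times: enzyme reaction with compound 20 min at room temperature. Detection: resorufin fluorescence at Ex 544/Em 590 nm.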
Numbers without * were called inactive; x = no result given.

compound | Diaphorase inh | TNAP inh noacc | Diaphorase act | bIAP inh | PMI act | L major viab | TNAP inh hiacc | bIAP activator | TNAP act hiacc | PMI act hi M6P
CCC[n+]1cn(/C(C(=S)Nc2cccc(Cl)c2C)=C(/[O-])c2ccc(OC)c(OC)c2)c2ccccc21 | 21 | -15 | 0.8 | 8 | 1 | 7 | -6 | 0.9 | 1.1 | 1
Cc1c(Cl)cccc1NC(=O)CCC(=O)NNC(=O)CCC(=O)O | 22 | -2 | 0.8 | -12 | 1 | -2 | -8 | 1.1 | 1.1 | 0.9
COc1ccc(CN/C(C)=C(/C#N)C(N)=O)cc1OC | 14 | -5 | 0.9 | 8 | 1 | -4 | -1 | 0.9 | 1 | 1
CCCc1nc2ccccc2c(=O)n1-c1ccc(C(=O)OCC)cc1 | x | -11 | x | 1 | x | -4 | -4 | 1 | 1 | x
O=C(CC1(O)C(=O)Nc2ccccc21)c1ccc(-n2cnnn2)cc1 (centres undefined) | 10 | -11 | 0.9 | -2 | 1 | -9 | -3 | 1 | 1 | 1
O=C(CCS(=O)(=O)c1ccccc1)NCCS(=O)(=O)c1ccccc1 | -17 | -2 | 1.2 | -18 | 1.3 | -6 | -6 | 1.2 | 1.1 | 1.2
COCCNC(=S)NN=C1CCC(c2ccccc2)CC1 (centres undefined) | 3 | -12 | 1 | -13 | 1.5 | -10 | -3 | 1.1 | 1 | 1.8
CC(=O)c1c(C)[nH]c(C(=O)NCCC2=CCCCC2)c1C | 13 | -7 | 0.9 | 8 | 1 | 15 | -3 | 0.9 | 1 | 0.9
CCc1sc(C(=O)NCc2ccccc2)cc1C | 6 | -20 | 0.9 | 17 | 1 | 12 | -5 | 0.8 | 1.1 | 1
OCCNCCOc1ccc(Cl)c(Cl)c1 | 6 | -7 | 0.9 | -18 | 1 | 79* | -4 | 1.2 | 1 | 0.9
CC1(C)CC(NC(=O)c2ccncc2)CC(C)(C)N1O | -27 | 10 | 1.3 | -12 | 1.3 | -6 | -10 | 1.1 | 1.1 | 1.4
CCSc1nc2ccccc2n1CC(=O)N1CCOCC1 | 7 | -8 | 0.9 | 7 | 1 | -6 | -6 | 0.9 | 1.1 | 1
CNC(=O)CSCCn1c(SCC(=O)NC)nc2ccccc2c1=O | 16 | -11 | 0.8 | 8 | 1 | -3 | -6 | 0.9 | 1.1 | 0.9
COc1ccc(C(=O)NCCSc2ccccc2)cc1 | 17 | -14 | 0.8 | 7 | 1 | -4 | -1 | 0.9 | 1 | 0.9
CC(=O)Nc1ccc(S(=O)(=O)NCCC(=O)NCCc2ccc(F)cc2)cc1 | 16 | -4 | 0.8 | 9 | 1 | -5 | -7 | 0.9 | 1.1 | 1

A few values from the list:
COc1ccc(CN/C(C)=C(/C#N)C(N)=O)cc1OC in L major viab = -4
COCCNC(=S)NN=C1CCC(c2ccccc2)CC1 (centres undefined) in Diaphorase act = 1

Going on with the list:
compound | Diaphorase inh | TNAP inh noacc | Diaphorase act | bIAP inh | PMI act | L major viab | TNAP inh hiacc | bIAP activator | TNAP act hiacc | PMI act hi M6P
CCCCSc1nnc(-c2ccc(C)cc2)n1C | 11 | -11 | 0.9 | 12 | 1 | -1 | -5 | 0.9 | 1.1 | 1
CC(C)Cn1c(CN2C(=O)c3ccccc3C2=O)nc2ccccc2c1=O | 6 | -13 | 0.9 | 5 | 1 | -3 | -4 | 0.9 | 1 | 1.1
Oc1[nH]c2ccccc2c1/C=N/N1CCCCC1 | 17 | -10 | 0.8 | 8 | 0.8 | -7 | -7 | 0.9 | 1.1 | 0.6
Cc1ccc(N(CC(=O)NCc2ccc3c(c2)OCO3)S(C)(=O)=O)cc1 | 8 | -12 | 0.9 | 1 | 1 | -3 | -7 | 1 | 1.1 | 0.9
Cc1ccccc1C(C(=O)NCc1ccccc1)N(Cc1ccco1)C(=O)c1ccccn1 (centres undefined) | 6 | -5 | 0.9 | 1 | 0.9 | 47 | -2 | 1 | 1 | 1
CCN(CC)C(=O)CSc1nc2cc(OC)c(OC)cc2c(=O)n1Cc1ccc(Cl)cc1 | 32 | -7 | 0.7 | 2 | 0.7 | 15 | 1 | 1 | 1 | 0.8
CC(C)C(=O)Nc1cccc(C(=O)Nc2nnc(C(C)C)s2)c1 | 2 | -2 | 1 | -1 | 1.1 | 53* | 4 | 1 | 1 | 1.1
COc1ccc(S(=O)(=O)CCC(=O)N(C)c2ccc(OC)cc2OC)cc1 | -5 | -5 | 1 | 10 | 1.1 | -2 | 0 | 0.9 | 1 | 0.9
Cc1cc(=O)n2c3ccccc3n(CC(O)CN3CCN(CCO)CC3)c2c1C#N (centres undefined) | 2 | -5 | 1 | -19 | 0.9 | 1 | 1 | 1.2 | 1 | 0.9
CC(=O)C(=Nc1ccc(Cl)cc1Cl)NNc1cccc(Cl)c1 | 19 | -2 | 0.8 | 32 | 0.9 | 25 | 6 | 0.7 | 0.9 | 1
O=C(Nc1ccc(Cl)cc1)N(C1=NCCC1)c1ccc(OC(F)F)cc1 | 8 | 0 | 0.9 | 7 | 0.9 | -2 | 0 | 0.9 | 1 | 0.9
COP(=O)(OC)c1nc(-c2cccc3ccccc23)oc1NCc1ccccc1 | 31 | 2 | 0.7 | -19 | 0.8 | 14 | 0 | 1.2 | 1 | 0.8
COCCn1c(SCc2nc3ccccc3c(=O)[nH]2)nnc1-c1ccncc1 | 16 | -4 | 0.8 | 12 | 0.9 | -1 | -2 | 0.9 | 1 | 0.9
CCCn1nc(NC(=O)c2cccs2)c2cc3ccccc3nc21 | 11 | -9 | 0.9 | -1 | 0.9 | 27 | -2 | 1 | 1 | 0.9
CCC(C)(C)NC(=O)C(c1ccc(C)cc1)N(Cc1ccco1)C(=O)Cn1nnc2ccccc21 (centres undefined) | 8 | -10 | 0.9 | 7 | 1 | -1 | -5 | 0.9 | 1 | 1

Structural class: the compounds so far with fluorine.
compound | Diaphorase inh | TNAP inh noacc | Diaphorase act | bIAP inh | PMI act | L major viab | TNAP inh hiacc | bIAP activator | TNAP act hiacc | PMI act hi M6P
CC(=O)Nc1ccc(S(=O)(=O)NCCC(=O)NCCc2ccc(F)cc2)cc1 | 16 | -4 | 0.8 | 9 | 1 | -5 | -7 | 0.9 | 1.1 | 1
O=C(Nc1ccc(Cl)cc1)N(C1=NCCC1)c1ccc(OC(F)F)cc1 | 8 | 0 | 0.9 | 7 | 0.9 | -2 | 0 | 0.9 | 1 | 0.9

Continuation.
compound | Diaphorase inh | TNAP inh noacc | Diaphorase act | bIAP inh | PMI act | L major viab | TNAP inh hiacc | bIAP activator | TNAP act hiacc | PMI act hi M6P
Cc1cccc(N2CCN(C(=O)N3CCOCC3)CC2)c1C | 12 | -3 | 0.9 | -5 | 1 | 1 | 2 | 1 | 1 | 1
CCCCNC(=O)Nc1ccccc1C(=O)NCCC | 21 | -10 | 0.8 | 9 | 0.9 | -3 | -3 | 0.9 | 1 | 0.9
Cc1cc([N+](=O)[O-])c2c(c1C)C1C=CCC1C(c1ccccn1)N2 (centres undefined) | 33 | 10 | 0.7 | -14 | 0.8 | -5 | 10 | 1.1 | 0.9 | 0.5
O=C(CSCc1ccccc1)N/N=C/c1ccc(OCC(=O)N2CCCCC2)cc1 | 18 | -18 | 0.8 | 14 | 0.9 | 57* | -3 | 0.9 | 1 | 1
O=C(NC(=S)NCCc1ccccn1)c1ccccc1 | 3 | -5 | 1 | -14 | 1 | -4 | -2 | 1.1 | 1 | 1.1
CCOc1ccc(C(=O)CCC(=O)NC(C)C(=O)OC)cc1 (centres undefined) | 4 | -16 | 1 | -7 | 1 | 3 | -3 | 1.1 | 1 | 1
Cc1cc(C)n(CCN(C)Cc2cn[nH]c2-c2ccc(F)cc2F)n1 | 22 | 46 | 0.8 | -4 | 0.9 | -1 | -8 | 1 | 1.1 | 0.9
O=C(CSCc1nc2ccccc2[nH]1)Nc1ccccc1 | 8 | -6 | 0.9 | 4 | 1 | -1 | -2 | 1 | 1 | 1
CC(=O)N1c2ccccc2C2(C)C(C1(C)C)C2(Cl)Cl (centres undefined) | 3 | -9 | 1 | -33 | 1 | 2 | -5 | 1.3 | 1 | 1
Cc1cc(C)nc(N2CCCC(C(=O)Nc3nc4ccc(S(C)(=O)=O)cc4s3)C2)n1 (centres undefined) | 14 | -2 | 0.9 | -430 | 0.5 | 9 | -5 | 5.3* | 1.1 | 0.6
CCOc1ccc(/C=N/NC(=O)Nc2ccccc2)cc1 | x | 1 | x | -12 | x | 3 | -3 | 1.1 | 1 | x
O=C(NNS(=O)(=O)c1ccccc1)c1ccc(O)cc1 | 4 | -15 | 1 | 6 | 0.9 | 6 | -4 | 0.9 | 1 | 1
CC(Cl)C(=O)Nc1ncc(C(F)(F)F)cc1Cl (centres undefined) | -5 | -10 | 1 | -10 | 1.2 | -27 | -6 | 1.1 | 1.1 | 1.3
O=C(Cn1c(=O)sc2ccccc21)Nc1ccc(S(=O)(=O)N2CCCCC2)cc1 | 30 | -22 | 0.7 | 18 | 0.9 | 33 | -6 | 0.8 | 1.1 | 0.8
Cc1ccc2nc(C)c(C(=O)N/N=C/c3ccco3)cc2c1 | 7 | -9 | 0.9 | 3 | 1.1 | 41 | -4 | 1 | 1 | 1
CCOC(=O)CN1C=C(c2ccc3ccccc3n2)C(C[N+](=O)[O-])c2ccccc21 (centres undefined) | 22 | 1 | 0.8 | 12 | 0.9 | 99* | 3 | 0.9 | 1 | 1
CN(C)CCCN1C(=O)C(O)=C(C(=O)c2cccs2)C1c1cccc([N+](=O)[O-])c1 (centres undefined) | -1 | 2 | 1 | 14 | 1.1 | -4 | 2 | 0.9 | 1 | 1.1
CCOc1ccc(NC(=O)CSc2nc(C)c3c(c2C#N)CCCC3)cc1 | 13 | -12 | 0.9 | 14 | 1 | -6 | -5 | 0.9 | 1.1 | 1
COc1cccc(NC(=O)c2ccc(NC(=O)C(C)(C)C)cc2)c1 | 11 | -4 | 0.9 | 28 | 1 | -8 | -1 | 0.7 | 1 | 1
COC(=O)CCC(=O)c1oc2ccccc2c1N | 14 | -3 | 0.9 | 12 | 1 | -8 | -3 | 0.9 | 1 | 0.9
COc1ccc(S(=O)(=O)N(CC(=O)N2CCN(C)CC2)C2CCCCC2)cc1OC | -5 | -5 | 1.1 | -4 | 1.1 | -4 | 3 | 1 | 1 | 1.1
O=C(Nc1ccc(Cl)cc1Cl)C1=Cc2ccccc2OC1 | 8 | -9 | 0.9 | 15 | 0.9 | -6 | -2 | 0.8 | 1 | 1

From PubChem BioAssay

Rows were taken by chance; any-hit rate near 10%.
